AT treatment: potential ataxia-telangiectasia treatment. […] A-T fibroblasts, KAP-1 phosphorylation AlphaLISA; neocarzinostatin DNA damage 30 min before lysis. Potency, µM (series often up to 57.5 µM), for inactives: at the top dose activation, actives largely listed as activators. hit rate 0.19% among 320,000; also: potency is read from the fitted curve at half-maximal effect; % of control where 0% means no effect; nearly all actives have a fitted effect of over 45% in size
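hTERT-immortalized A-T patient fibroblasts ([…]), 500 cells/well in OPTI-MEM, 1% FBS, got compounds for 60 min, then NCS for 30 min at 37C. Lysates were then assayed for phospho-KAP-1 by AlphaLISA (anti-pKAP1 donor, anti-KAP1 acceptor beads), 6 hr at 25C.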
TRPV1 ag: agonists of human vanilloid receptor 1 (TRPV1) | Q8NER1 | TRPV1-expressing cells, Fluo-8 calcium influx, agonist mode | activation, % at 8.33 µM | hit rate 0.19% among 320,000 | AID 540275; in the data active = activation above about 80%; inconclusive = between about 30% and that limit; also: 0% is about no effect
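Fluo-8 calcium influx in TRPV1-expressing cells, kinetic read (ex 480/em 520 nm). Compound added and read 3 min for agonist activity, followed by capsaicin at EC20 final and 2 min further read for enhancement.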
CXXC DNA block: inhibitors of human MLL CXXC domain-DNA interaction | Q03164 | MLL-CXXC / FITC-HOXA9 DNA fluorescence polarization | Potency, µM (series often up to 115 µM), for the others: at the top dose activity change, negative = inhibition, actives largely listed as inhibitors | hit rate 0.037% among 290,000 | AID 2662; active = well fitted inhibition curve with a large enough effect in the polarisation, with a control signal flat, not every such curve was filed as active; inconclusive = small, poorly fitted or top-dose-only effect, or effect the other way, or a change in a side signal; inactive = no such curve, though single readings can be large or run the other way; the % refers to the polarisation; also: potency is read from the fitted curve at half-maximal effect
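Steps: dispense CXXC domain solution (7 uM) → pin compounds or unlabeled HOX-A9 DNA control → 5 min ambient → add FLSN-HOX-A9 solution (50 nM) → spin → 30 min ambient → fluorescence polarization. Tris pH 7.5/NaCl/DTT/BSA buffer.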
hERG WT inh: KCNH2 (human, wildtype) channel inhibition | Q12809 | U2OS, BacMam KCNH2, thallium flux FluxOr; hits give low values | activity change, % at 1.84 µM | hit rate 0.37% among 340,000;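 active = maximum activity change below -70%; inconclusive = maximum activity change between -70% and -50%; inactive = maximum activity change above -50%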; also: % is scaled to controls: 0 for no effect and ±100 for the full control effect
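U2OS cells were transduced with wild-type KCNH2 virus (2.03 x 10^8 / mL) for 4 h at room temperature, then cultured overnight at 37 C. Thallium flux was read with FluxOr dye. Rate constants were normalized to DMSO controls.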
a7 integrin act: activates integrin-mediated alleviation for muscular dystrophy; AID 624291; alpha7betagal myoblasts, beta-gal FDG fluorescence, 48 h; hit rate 0.064% among 350,000; Potency, µM (titrated, usually from 38.3 µM), inactives show at the top dose activation, usual class: activators;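 also: potency is read from the fitted curve at half-maximal effect; 100% = response of the positive control SU9516; nearly all actives have a fitted effect of over 60% in size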
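alpha7betagal+/- myoblasts (passage 13, 250/well) treated 48 h at 37C with compounds at 1:260 dilution of DMSO stock. Lysed, then beta-galactosidase activity read as FDG fluorescence (ex 480/em 540) after 30 min, with pre-read for autofluorescence.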
FBPA coupling cs: inhibits coupling enzyme system, counter-screen for aldolase hits. coupling enzyme system counterscreen, AmpLite Red fluorescence. activity change, negative = inhibition, % at 58.2 µM, hits read low. hit rate 0.67% among 290,000. AID 2472; in the data active = activity change below about -30%; also: % is scaled to controls: 0 for no effect and ±100 for the full control effect
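Activity here indicates interference with the coupling reaction, not aldolase inhibition. Compounds at 57.5 uM final met coupling enzymes for 10 min at RT; substrate and AmpLite Red detection followed, with a 525/598 nm fluorescence read after 20 min.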
GALK inh: galactokinase (human) inhibition | Purified GALK, Kinase-Glo residual ATP luminescence | hit rate 0.007% among 270,000 | Potency, µM (highest dose often 57.5 µM), for inactives: at the top dose activity change, negative = inhibition, hits mostly inhibitors | P51570 | AID 1868; also: potency is read from the fitted curve at half-maximal effect; % is scaled to controls: 0 for no effect and ±100 for the full control effect
Target sequence (P51570 whole entry, looked up): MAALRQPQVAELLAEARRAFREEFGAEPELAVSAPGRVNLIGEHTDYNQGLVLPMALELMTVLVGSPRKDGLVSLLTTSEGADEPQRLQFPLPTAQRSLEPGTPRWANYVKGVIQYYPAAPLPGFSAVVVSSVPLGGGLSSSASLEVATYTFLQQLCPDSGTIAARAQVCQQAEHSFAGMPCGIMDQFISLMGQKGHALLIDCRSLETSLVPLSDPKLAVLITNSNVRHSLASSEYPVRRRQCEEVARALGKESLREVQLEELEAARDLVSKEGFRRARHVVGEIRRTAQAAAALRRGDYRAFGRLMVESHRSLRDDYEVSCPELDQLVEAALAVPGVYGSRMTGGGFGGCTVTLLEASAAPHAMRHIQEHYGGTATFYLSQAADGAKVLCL
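The enzyme phosphorylates galactose (100 uM) using ATP (35 uM); inhibition is detected as higher residual ATP, quantified by bioluminescence after 1 h reaction at room temperature, pH 8.0.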
KCNH2 3.1 block: inhibitors of human KCNH2 3.1 potassium channel isoform | U2OS KCNH2 3.1, thallium flux FluxOr; hits give low values | hit rate 0.95% among 340,000 | activity change, % (tested at about 1.8 µM);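 active = maximum activity change below -70%; inconclusive = maximum activity change from -70% to -50%; inactive = maximum activity change above -50%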;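 also: thallium influx rate constant from kinetic fluorescence after stimulation buffer; % is scaled to controls: 0 for no effect and ±100 for the full control effect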
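We transduce U2OS cells with the mutant 3.1 virus, culture them overnight, load FluxOr with Red40 quencher for 45 min, then add stimulation buffer and read kinetically for 2 min to derive a normalized rate constant.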
ASM inhibitor: human S-ASM enzyme inhibition; Potency, µM (doses to about 57.5 µM), without a hit: at the highest dose activity change, negative = inhibition, most hits filed as inhibitors; P17405; hit rate 0.006% among 340,000; AID 504937; placental ASM, HMU-PC fluorogenic substrate, 60 min; also: potency is read from the fitted curve at half-maximal effect
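Steps: dispense placental human ASM, pin compound, wait 10 min at room temperature, add HMU-PC0 substrate at 9 uM final, incubate 60 min at 37 °C, add stop solution raising pH to 10, read fluorescence.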
MBNL1-CUG inh: MBNL1-poly(CUG) RNA binding inhibition; Q9NR56; TR-FRET MBNL1-His/biotin-(CUG)12 binding, 665/545 ratio; Potency, µM (doses to about 57.5 µM), inactives show top-dose activity change, negative = inhibition, hits mostly inhibitors; hit rate 0.036% among 280,000; AID 2675; active = well fitted inhibition curve with a large enough effect in the signal ratio, with a control signal flat, not every such curve was filed as active; inconclusive = small, poorly fitted or top-dose-only effect, or effect the other way, or a change in a side signal; inactive = no such curve, though single readings can be large or run the other way; the % refers to the signal ratio; also: potency is read from the fitted curve at half-maximal effect; % is scaled to controls: 0 for no effect and ±100 for the full control effect
Target sequence (Q9NR56 whole entry, looked up): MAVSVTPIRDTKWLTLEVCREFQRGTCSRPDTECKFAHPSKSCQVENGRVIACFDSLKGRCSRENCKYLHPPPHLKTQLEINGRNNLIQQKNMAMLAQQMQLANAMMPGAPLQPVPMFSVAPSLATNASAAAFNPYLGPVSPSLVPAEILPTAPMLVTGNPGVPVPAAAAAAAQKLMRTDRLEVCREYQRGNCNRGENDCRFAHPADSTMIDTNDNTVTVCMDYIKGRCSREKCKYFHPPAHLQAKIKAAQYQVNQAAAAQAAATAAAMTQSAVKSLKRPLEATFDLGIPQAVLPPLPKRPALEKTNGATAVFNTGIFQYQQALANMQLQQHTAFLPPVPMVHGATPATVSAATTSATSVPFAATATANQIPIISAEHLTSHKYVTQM
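MBNL1-His + Biotin-(CUG)12, cpd titration 92 nM–58 uM; Tb anti-His Ab 0.055 ng/ul, SA-XL665 5 nM (final); 60 min RT; ratiometric 665/545 nm, Ex 340 nm; normalized to buffer and full-complex controls.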
* hit, by the source's call; ? = inconclusive; nt = not tested or not shown; [ ] = remark or other dose. Unless noted, calls follow the shape of the dose curve; as a rule, active = well fitted curve in the direction sought with a large enough effect; inconclusive = small, poorly fitted or top-dose-only effect, or another doubt; inactive = no such curve, though single readings can be large; an effect the other way counts as inactive or inconclusive.

SMILES	AT treatment	TRPV1 ag	CXXC DNA block	hERG WT inh	a7 integrin act	FBPA coupling cs	GALK inh	KCNH2 3.1 block	ASM inhibitor	MBNL1-CUG inh
CC(=O)N1CCc2cc(Br)cc(S(=O)(=O)CCC(=O)N3CCN(c4ccccn4)CC3)c21	0%	2	-3%	-6	-15%	5	0%	6	3%	-14%
COc1ccc(C(=O)O)cc1S(N)(=O)=O	5%	-2	-4%	-3	19%	2	0%	-8	-3%	-1%
COc1ccc(S(=O)(=O)NC(C)c2ccccc2)cc1C(=O)N1CCCCC1 (stereo not drawn)	9%	7	-9%	1	14%	nt	-2%	-7	-3%	-4%
Cc1ccc(S(=O)(=O)NCCc2nnc3ccc(NCCCOC(C)C)nn23)cc1	-2%	-2	20%	nt	14%	-1	-1%	-8	3%	nt
Cc1ccc(NC(=O)c2sc(Cl)nc2C)c(C)c1	0%	2	40%[activator]	-10	10%	2	-3%	-7	0%	nt
N#Cc1ccsc1NC(=O)CN1CCN(c2ccc(O)cc2)CC1	8%	-3	2%	2	-30%	-4	-2%	2	4%	-4%
CCNC(=S)NNC(=O)c1cccn(Cc2ccc(Cl)cc2Cl)c1=O	0%	nt	-7%	-17	-11%	2	-2%	7	32%[activator]	-11%
O=C1C2C3C=CC(C4CC34)C2C(=O)N1Cc1ccco1 (stereo not drawn)	-1%	0	-2%	4	23%	7	2%	-4	7%	-3%
CCOC(=O)C1CCCN(CC(O)COc2ccc(OC)cc2C(C)(C)C)C1 (stereo not drawn)	-5%	8	1%	5	-22%	2	-1%	-4	1%	-5%
Cc1ccccc1NC(=O)NNC(=O)OC(C)(C)C	2%	6	-6%	0	9%	-2	0%	1	-1%	-1%
COc1ccc(/C=C2\SC(=O)N(CCC(=O)N(C)C3CCS(=O)(=O)C3)C2=O)cc1 (stereo not drawn)	-1%	5	6%	4	-7%	nt	-2%	8	2%	?
COc1ccc(Br)cc1/C=N/n1c(COc2ccccc2)n[nH]c1=S	-9%	-3	-3%	-13	-27%	0	5%	4	0%	2%
NNC(=S)NC1CCS(=O)(=O)C1 (stereo not drawn)	2%	-4	-7%	2	0%	0	nt	12	-3%	2%
CCOc1cc(C(=O)Nc2ccc(C)cc2O)ccc1OCC(=O)N1CCOCC1	2%	-1	nt	2	-16%	nt	nt	-21	-1%	nt
CCC(CC)n1[nH]c(=O)c2c(C)cc(C)nc21	-8%	0	4%	-9	1%	-4	0%	4	0%	-17%
CCCCn1c(N)c(N(CCC(C)C)C(=O)c2cccc(-n3cnnn3)c2)c(=O)[nH]c1=O	1%	0	nt	2	4%	nt	nt	-20	38%[activator]	nt
O=C(N/N=C/C=C/c1ccccc1)c1cc2c(ccc3ccccc32)o1	-2%	0	42%[activator]	-2	5%	0	-5%	-48	11%	0%
COc1ccc(S(=O)(=O)N2CCCCC2)cc1NC(=O)CCNC(=O)c1ccccc1Cl	-2%	1	nt	-2	-10%	nt	nt	-6	-1%	nt
CCN1CCN(C(c2ccccc2)c2nnnn2Cc2ccc3c(c2)OCO3)CC1 (stereo not drawn)	-4%	2	-11%	62	-19%	-1	2%	10	-3%	1%
CCOc1ccc2cc(C#N)c(SCC(=O)N3CCC(C)CC3)nc2c1	0%	10	32%[activator]	5	0%	0	4%	-2	22%	-4%
CCCc1ccc(S(=O)(=O)N2CCN(C(C)C(=O)NCc3ccc(OC)cc3)CC2)cc1 (stereo not drawn)	-3%	2	nt	6	3%	nt	nt	-7	0%	nt
C=CCOc1cccc(C2C(C(=O)c3ccc(C)o3)=C(O)C(=O)N2CCCn2ccnc2)c1 (stereo not drawn)	nt	nt	nt	-3	12%	nt	nt	14	-2%	nt
CCOC(=O)CCNC(=O)N1CCCC(C(=O)c2ccc3c(c2)OCO3)C1 (stereo not drawn)	-6%	-3	-3%	-20	1%	3	11%	-10	1%	9%
O=C(CS(=O)CC(=O)N(c1ccccc1)C(C(=O)NC1CCCCC1)c1ccco1)Nc1ccc(F)cc1 (stereo not drawn)	-1%	-2	-1%	14	-10%	1	2%	0	2%	-7%
CSCCC(NS(=O)(=O)c1ccccc1)C(=O)OCc1cc(=O)oc2cc(O)ccc12 (stereo not drawn)	6%	12	nt	2	-25%	nt	nt	25	305%[activator]	nt
Cc1ccccc1-n1c(=O)c2ccccc2n2c(=O)[nH]nc12	1%	-2	0%	-4	-3%	7	-3%	27	7%	-1%
O=C(Cn1cnc([N+](=O)[O-])c1)NCCc1ccccc1	-13%	-1	-3%	-10	0%	0	nt	3	-4%	16%
COc1ccc(OCC(O)CNC(=O)Nc2ccc(C(C)(C)C)cc2)cc1 (stereo not drawn)	-5%	nt	-9%	1	-37%	-1	0%	-10	0%	nt
COc1ccc2[nH]c(C(=O)N3CCC(CO)(Cc4cccc(C(F)(F)F)c4)CC3)c(C)c2c1	-3%	10	-14%	1	-22%	-3	-4%	-3	-22%	5%
CCn1c2ccccc2c2nc3ccccc3nc21	6%	15	-1%	-13	-27%	-1	1%	8	-1%	?
N#Cc1cccc(C(=O)OCC(=O)c2ccc3c(c2)NC(=O)CO3)c1	9%	3	nt	2	14%	nt	nt	-3	-1%	nt
Cc1ccc(CS(=O)Cc2ccc(C(=O)N3CCOCC3)o2)cc1 (stereo not drawn)	8%	2	2%	4	2%	-7	-1%	15	2%	-12%
CC1CCN(C(=O)Cn2c(SCC(=O)Nc3nccs3)nc3ccccc32)CC1	-2%	4	-7%	7	-10%[7.66 µM]	1	0%	19	0%	0%
COc1ccc(OC)c(N(CC(=O)NCC2CCCO2)S(=O)(=O)c2ccccc2)c1 (stereo not drawn)	-9%	6	3%	-3	29%	0	6%	-7	-17%	-2%
CS(=O)(=O)Nc1ccccc1C(=O)c1ccccc1	-3%	0	18%	-8	20%	-3	-1%	-1	2%	3%
Cc1ccc(CC2CC(=O)N(c3cc(Cl)ccn3)C2=O)cc1 (stereo not drawn)	10%	nt	-1%	4	-1%	3	-2%	8	-1%	nt
O=C(CSc1nc(-c2ccccc2)nc2ccccc12)Nc1cccc(C(=O)O)c1	1%	0	-8%	0	4%	14	-1%	19	0%	17%
CN(C)CCN(C(=O)/C=C/c1cccs1)c1nc2ccc(Br)cc2s1	2%	-3	-2%	-10	-1%	2	6%	-73*	-19%	2%
Cc1cccc(-c2nc(CS(=O)CC(=O)NCc3ccco3)c(C)o2)c1 (stereo not drawn)	-1%	6	5%	6	-40%	-1	-3%	-4	-6%	8%
CC(C)c1ccc(NC(=O)CSc2n[nH]c(=O)n2-c2cccnc2)cc1	6%	-1	10%	0	-30%	nt	-4%	4	6%	-3%
O=C(NCc1cccnc1)c1cn(CCc2ccccc2)nn1	2%	-1	-9%	10	-17%	2	1%	-7	3%	-1%
Cc1nnc2ccc(N3CCOCC3)nn12	-3%	-1	6%	22	6%	0	1%	-15	3%	-4%
Cc1nc2nc(CCNS(=O)(=O)c3ccc(Cl)cc3)cn2nc1C	10%	-9	-10%	-11	-24%	-2	-4%	19	nt	13%
O=C(Nc1ccc2c(c1)C(=O)N(CC1CCCO1)C2=O)c1ccccc1Br (stereo not drawn)	2%	9	-12%	0	-16%	1	3%	4	16%	?
O=C(c1ccco1)c1nc2c(n1O)CCCCC2	-5%	0	-4%	0	11%	-2	1%	nt	-3%	6%
CCO[C@@H]1OC(C(=O)N2CCN(Cc3ccccc3)CC2)=C[C@H](c2ccc(C(F)(F)F)cc2)[C@H]1CCCO	2%	26	-1%	4	-2%	0	-2%	-15	5%	1%
Cc1ccc(/C=N/NC(=O)C2COc3ccccc3O2)s1 (stereo not drawn)	-3%	?	nt	-8	-30%	nt	nt	-4	-1%	nt
O=C(COc1ccccc1Cl)NCCc1ccc2c(c1)OCCO2	4%	20	-3%	0	-22%	2	1%	-7	0%	1%
Cc1c(NC(=O)c2cccc(-c3cc4ccccc4oc3=O)c2)cccc1-c1nc2ncccc2o1	1%	1	?	-45	22%	1	1%	-96*	7%	60%[activator]
CCOC(=O)C1=C(c2ccccc2)NC(=O)NC1c1cc(Br)c(O)c(OC)c1 (stereo not drawn)	-3%	5	-4%	6	42%	-5	-2%	-9	-1%	1%

A different layout for 2 compounds above:
structure | AT treatment | TRPV1 ag | CXXC DNA block | hERG WT inh | a7 integrin act | FBPA coupling cs | GALK inh | KCNH2 3.1 block | ASM inhibitor | MBNL1-CUG inh
O=C(NCc1cccnc1)c1cn(CCc2ccccc2)nn1 | 2% | -1 | -9% | 10 | -17% | 2 | 1% | -7 | 3% | -1%
Cc1nnc2ccc(N3CCOCC3)nn12 | -3% | -1 | 6% | 22 | 6% | 0 | 1% | -15 | 3% | -4%

Screens (PubChem BioAssay)
